High-throughput results deposited in PubChem by Southern Research Specialized Biocontainment Screening Center.
NS5 inhibitors: Dengue-2 NS5 methyltransferase inhibitors, primary screen, biochemical, confirmation dose response (AID 588689) | Dengue-2 NS5 methyltransferase capping enzyme assay, biochemical; higher % means a stronger effect | inhibition, % at 25 µM; hits with a dose series show IC50 in µM | hit rate 0.3% among 340,000; in the data active = a potency from the dose series
UTI89 phage lysis: protection from phage-mediated lysis, alamar blue read-out – E. coli UTI89, K1F phage, bacterial capsule biogenesis inhibitors (AID 488966); hit rate 0.02% among 340,000; E. coli UTI89 K1F phage lysis, alamar blue, 2 h; higher % means a stronger effect; inhibition, % at 100 µM; hits with a dose series show IC50 in µM;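 active = phage lysis inhibition, versus mean bacterial control, above a set limit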;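 note: capsule biogenesis inhibitors block K1F phage lysis so surviving cells raise fluorescence; higher fluorescence means more inhibition of phage lysis; actives were called in the ten point dose series up to 300 µM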
RSV CPE inhibition: inhibition of RSV-induced cytopathic effect – HEp-2 cells, primary 10 µM value included (AID 2391); CPE inhibition, % at 10 µM, or IC50 in µM where a hit was titrated; hit rate 0.13% among 310,000; HEp-2 cells, RSV-induced CPE inhibition; higher % means a stronger effect; in the data active = a potency from the dose series; note: strong numbers were not always called active
Numbers without * were called inactive; [ ] = dose if it differs, or a comment. These rows are one share of the data. The share of hits here may be higher or lower than overall.

SMILES,NS5 inhibitors,UTI89 phage lysis,RSV CPE inhibition
CCC1(CC)NC(=O)N(CC(=O)OCC(=O)Nc2ccccc2OC(F)F)C1=O,-4%,0.8%[50 µM],1.6%
CN(CC(=O)Nc1cccc(F)c1)C(=O)C1CCN(C(=O)c2ccc(Cl)cc2)CC1,-3%,0.1%,1.4%
COc1cccc(CC(=O)OCC(=O)c2cc(OC)ccc2OC)c1,-4%,-0.3%,2.2%
COc1ccc(C(=O)N/C(=C\c2cccc3ccccc23)C(=O)N2CCN(C)CC2)cc1,1%,0.9%[50 µM],-1.0%
CSCCC(NS(=O)(=O)c1ccccc1)C(=O)OC(C)C(=O)Nc1ccc(Cl)cn1 (centres undefined),-3%,-0.2%[50 µM],-0.2%
CN(CC(=O)Nc1ccc(Cl)c(C(F)(F)F)c1)C(=O)c1cc(=O)c2ccccc2o1,-3%,0.6%[50 µM],-0.3%
Cc1nc(C)c(C(=O)OCC(=O)Nc2ccccc2)s1,3%,0.3%[50 µM],1.0%
Cc1cccc(C)c1NC(=O)CNC(=O)c1c(-c2ccccc2)noc1C,-3%,0.6%[50 µM],-0.1%
O=C(CSc1nnc(-c2ccccc2F)o1)NC(=O)Cc1ccccc1,0%,1.0%[50 µM],0.3%
CC(C)N(CCn1c(SCC(=O)Nc2cccnc2Cl)nc2ccccc2c1=O)C(C)C,-1%,3.5%,0.1%
O=C(Nc1ccccc1F)c1ccc(S(=O)(=O)N2CCCCCC2)cc1,-5%,0.1%[50 µM],3.6%
CC(C)C(NC(=O)c1c(F)cccc1F)C(=O)OCN1C(=O)c2ccccc2C1=O (centres undefined),-4%,0.5%[50 µM],0.8%
O=C(Nc1ccc(SC(F)F)cc1)c1ccc2c(=O)n3c(nc2c1)CCC3,1%,3.2%,0.6%
CCCOc1ccc(/C(O)=C2/C(=O)C(=O)N(CCN(C)C)C2c2ccncc2)cc1 (centres undefined),-9%,0.6%,1.7%
O=C(CCc1nc2ccccc2c(=O)[nH]1)NNC(=O)COc1cccc(F)c1,9%,0.7%[50 µM],0.0%
c1ccc2ccccc2c1,4%,0.3%,1.8%
CCCNC(=O)N1CCN(S(=O)(=O)c2ccc3c(c2)OCCO3)CC1,2%,0.3%[50 µM],0.0%
CC(=O)N1CCN(S(=O)(=O)c2cccc(C(=O)NC3CC3)c2)CC1,5%,0.5%[50 µM],-0.9%
Cc1cc(NC(=O)CSCC(=O)Nc2cc(Cl)ccc2N2CCN(C)CC2)no1,-2%,0.4%[50 µM],1.2%
O=C(NNC(=O)c1cccc(S(=O)(=O)Nc2ccc(Cl)cc2)c1)c1ccc(=O)[nH]c1,0%,1.2%[50 µM],0.3%
Cc1ccc(/C=N/NC(=O)c2cc3c(s2)CCCC3)o1,-5%,0.0%[50 µM],1.1%
C/C=C(\NC(C)=O)c1ccccc1,-7%,2.9%,0.6%
CN(Cc1cccc(F)c1)C(=O)c1cc(S(=O)(=O)N2CCOCC2)ccc1N1CCCC1,-4%,0.3%[50 µM],-0.1%
O=C(CSc1n[nH]c(=O)n1C1CC1)c1c[nH]c2ccccc12,-5%,0.5%[50 µM],-0.5%
Nc1c(N(Cc2ccccc2)C(=O)CCc2ccccc2)c(=O)[nH]c(=O)n1Cc1ccccc1,-12%,-0.1%[50 µM],1.0%
CCN(CC)S(=O)(=O)c1cccc(C(=O)OCC(=O)NCCN2C(=O)CSC2=O)c1,-9%,1.3%[50 µM],1.1%
Cc1ccc(C(=O)OCC(=O)NCc2cc(C)c(O)c(C)c2)cc1S(=O)(=O)N1CCCCC1,-1%,0.3%[50 µM],4.3%
CN1CCN(S(=O)(=O)c2ccc(NN)nc2)CC1,-16%,0.4%[50 µM],0.7%
COc1ccc(C)cc1NC(=O)c1cc(-c2ccccc2)nc2c1cnn2C(C)C,-11%,1.2%[50 µM],4.0%
Cc1cc2occ(CC(=O)N(C)CC(=O)Nc3ccccc3C(F)(F)F)c2cc1C,-7%,0.9%[50 µM],0.2%
CCN(CC(=O)NCc1cccs1)C(=O)c1ccc(S(=O)(=O)N(CC)c2ccccc2)cc1,-9%,1.0%[50 µM],-0.1%
Cc1oc(-c2ccccc2)nc1C(=O)OCC(=O)NC(C)c1ccccc1 (centres undefined),-3%,0.2%[50 µM],0.0%
COc1ccc(S(=O)(=O)N2CCOCC2)cc1NC(=O)CN1C(=O)NC2(CCCCC2C)C1=O (centres undefined),0%,-0.2%[50 µM],0.9%
Cc1cc(C)c(C)c(S(=O)(=O)N2CCN(C(=O)c3ccncc3)CC2)c1C,-5%,0.3%[50 µM],0.8%
N#CCCN(C(=O)CSc1ncccn1)c1ccc2c(c1)OCCO2,-3%,0.8%[50 µM],0.6%
C=CCN(C(=O)C1CC(=O)N(C2CCCC2)C1)c1nc(-c2ccc(S(C)(=O)=O)cc2)cs1 (centres undefined),-5%,-0.1%[50 µM],-0.5%
CN(C)S(=O)(=O)c1ccc(Cl)c(C(=O)NNC(=O)Cc2nc3ccccc3n2C)c1,-10%,0.7%[50 µM],0.7%
CO[C@H]1[C@@H]2C=CO[C@@H](O[C@H]3O[C@@H](CO)[C@H](O)[C@@H](O)[C@@H]3O)[C@@H]2[C@@]2(CO)O[C@@H]12,1%,1.2%,1.1%
CCCCn1c(N)c(N(C)C(=O)C2CCCC2)c(=O)[nH]c1=O,-6%,1.2%[50 µM],0.4%
COc1ccc(NC(=O)[C@@H]2CCCN2C(=O)c2cccs2)cc1S(=O)(=O)N1CCCCC1,4%,0.8%[50 µM],2.3%
CC(C)(C)c1ccc(OCC(=O)N2CCN(c3ccccn3)CC2)cc1,-6%,0.1%[50 µM],1.0%
O=C(NC(=S)Nc1ccc(O)cc1)C1CCCC1,-5%,0.4%[50 µM],-0.6%
CCOc1ccccc1N1CCN(C(=O)C2CSC3(C)CCC(=O)N23)CC1 (centres undefined),-4%,0.9%[50 µM],0.4%
Cc1ccc(C(=O)OCC(=O)NCc2ccc(Cl)cc2Cl)o1,1%,0.6%[50 µM],0.1%
COc1cccc(-c2ncc3ccccc3c2COC(=O)c2ccc(C(F)(F)F)cc2)c1,-3%,3.0%,1.7%
COC(=O)c1cc(Br)ccc1N(Cc1cc(OC)cc(OC)c1)S(C)(=O)=O,7%,-2.0%,-0.8%
CCCNC(=O)C(Cc1ccccc1)NC(=O)c1cccc([N+](=O)[O-])c1 (centres undefined),-2%,3.4%,0.6%
Cc1ccc(NC(=O)COC(=O)C2CC2)cc1Cl,-4%,1.1%[50 µM],1.2%
Cc1ccc(NC(=O)C(C)N2CCN(C)CC2)cc1S(=O)(=O)N1CCOCC1 (centres undefined),-4%,0.8%[50 µM],0.6%
COc1ccc(-c2csc(NC(=O)CSC(C)C(=O)Nc3cc(C)on3)n2)cc1OC (centres undefined),-4%,1.8%[50 µM],0.5%
CC(NC(=O)COC(=O)C1(C)CC1(Cl)Cl)c1ccccc1 (centres undefined),3%,0.4%[50 µM],-0.6%
CCOC(=O)[C@H]1[C@H]2COc3ccccc3[C@@H]2N2C(=O)[C@@H](CO)NC(=O)[C@@]12C,-5%,0.1%,2.5%
CN(Cc1cccs1)S(=O)(=O)c1ccc(Cl)cc1F,-2%,0.3%[50 µM],0.8%
Cc1ccc(S(=O)(=O)N2CCN(C(=O)Cc3ccccc3)CC2)cc1C,-5%,0.3%[50 µM],-0.1%
O=S(=O)(c1cccc(Cl)c1)N1CCSc2ccccc21,-4%,0.8%[50 µM],3.1%
COc1ccc(NS(=O)(=O)c2ccc(C)c(NC(=O)CN3C(=O)NC4(CCCC4)C3=O)c2)cc1,1%,0.7%[50 µM],0.6%
CCc1ccc(-c2nc(SCC(=O)c3c(N)n(C4CC4)c(=O)[nH]c3=O)n[nH]2)cc1,-3%,0.6%[50 µM],1.7%
CCOc1ccc(S(=O)(=O)N2CCN(C(=O)c3cc([N+](=O)[O-])ccc3N3CCOCC3)CC2)cc1,-15%,1.5%[50 µM],1.0%
CCOCc1c(C(=O)Nc2ccc3nc(N4CCOCC4)sc3c2)oc2ccccc12,-9%,1.7%[50 µM],3.3%
CC(=O)c1ccccc1NC(=O)c1cc(S(=O)(=O)N2CCOCC2)ccc1N1CCCC1,-4%,-0.2%[50 µM],3.0%

Next section.
SMILES,NS5 inhibitors,UTI89 phage lysis,RSV CPE inhibition
CCOc1cc(C(=O)Nc2cc(C(=O)OC)ccc2C)ccc1OCC(=O)N1CCOCC1,2%,0.5%[50 µM],1.4%
CCN(CC(=O)Nc1cc(Cl)ccc1C)C(=O)Cc1ccsc1,1%,0.3%[50 µM],2.0%
COc1cc(C(=O)Nc2cccc(C)c2C)ccc1OCC(=O)N1CCOCC1,1%,0.3%[50 µM],0.9%
C=CCOC(=O)CCCCCCCC,-7%,0.6%,0.2%
Cc1cccc(N2CCN(C(=O)COc3ccc4c(c3)CCC4)CC2C)c1 (centres undefined),-8%,0.1%[50 µM],2.1%
O=C(Cc1cccs1)Nc1cc(S(=O)(=O)N2CCCCC2)ccc1Cl,-4%,5.1%,1.2%
Cc1ccc(NC(=O)CN(C)C(=O)CCSc2ccc(F)cc2)cc1,-5%,0.2%,2.2%
C=C[C@@H]1c2c(F)cccc2N(S(=O)(=O)c2ccc(C)cc2)[C@H](c2ccc(OC(C)=O)cc2)C1(C#N)C#N,-2%,1.9%,-2.0%
Cc1ccc(/C=C/C(=O)OCC(=O)NCc2ccc(Cl)cc2)o1,-1%,0.2%,0.1%
O=C(NCc1ccco1)C1CCN(S(=O)(=O)c2ccccc2C(F)(F)F)CC1,3%,0.9%[50 µM],0.5%
NC(=O)c1ccc(NC(=O)Cc2ccc(S(=O)(=O)N3CCCCC3)cc2)cc1,0%,0.7%[50 µM],0.5%
CC1CCCCC1NC(=O)CSC1=Nc2ccccc2C2CC=NN12 (centres undefined),-3%,0.3%[50 µM],0.6%
CSc1ccc(CN(C)C(=O)C2CCN(C(=O)Nc3ccccc3)CC2)cc1,-12%,-0.1%[50 µM],0.0%
CC(C)(C)OC(=O)N1CCC(NC(=O)c2ncn(Cc3ccccc3)c2C(=O)NC2CCN(C(=O)OC(C)(C)C)CC2)CC1,-6%,1.6%,-0.6%
O=C1C=C(c2cccc3c2oc2ccccc23)C[C@@H](c2ccc(F)cc2)C1,-14%,1.1%,0.8%
S=C(NCc1ccccc1)N1CCN(C(=S)NCc2ccccc2)CC1,-9%,0.9%[50 µM],1.1%
CCN(CC(=O)Nc1c(F)cccc1F)C(=O)Cc1ccsc1,3%,0.3%[50 µM],-0.3%
COc1ccc([C@H]2CC(=O)C=C(c3ccc(CO)cc3)C2)cc1,0%,-0.2%,2.0%
CCCCOc1ccc(C(=O)NCC(=O)NNC(=O)C2COc3ccccc3O2)cc1 (centres undefined),-12%,0.6%[50 µM],1.1%
Nc1ccc(S(=O)(=O)NCC(=O)OC2CCOC2=O)cc1[N+](=O)[O-] (centres undefined),0%,0.7%[50 µM],0.6%
CC(=O)c1cccc(NC(=O)C(C)OC(=O)c2ccc(Br)o2)c1 (centres undefined),-3%,2.4%[50 µM],1.9%
O=C(Nc1ccc(F)c(Cl)c1)C1CCCN(C2=NS(=O)(=O)c3ccccc32)C1 (centres undefined),6%,0.3%[50 µM],2.6%
Cc1ccccc1NC(=O)Cc1nc(COC(=O)c2cccc(O)c2)cs1,2%,-0.1%[50 µM],1.7%
Cc1cccc(OCCNS(=O)(=O)c2ccc(Cl)cc2)c1,-3%,0.1%[50 µM],0.7%
COC(=O)c1c(C)[nH]c(C(=O)CN2C(=O)NC3(CCOc4ccccc43)C2=O)c1C (centres undefined),-4%,0.4%[50 µM],-0.6%

Ordered by number of heavy atoms (largest number first): 4 of the compounds above.
SMILES,NS5 inhibitors,UTI89 phage lysis,RSV CPE inhibition
O=C(Nc1ccc(F)c(Cl)c1)C1CCCN(C2=NS(=O)(=O)c3ccccc32)C1 (centres undefined),6%,0.3%[50 µM],2.6%
Nc1ccc(S(=O)(=O)NCC(=O)OC2CCOC2=O)cc1[N+](=O)[O-] (centres undefined),0%,0.7%[50 µM],0.6%
CC(=O)c1cccc(NC(=O)C(C)OC(=O)c2ccc(Br)o2)c1 (centres undefined),-3%,2.4%[50 µM],1.9%
Cc1cccc(OCCNS(=O)(=O)c2ccc(Cl)cc2)c1,-3%,0.1%[50 µM],0.7%

An excerpt taken from the entries so far, for reference:
SMILES,NS5 inhibitors,UTI89 phage lysis,RSV CPE inhibition
Cc1ccccc1NC(=O)Cc1nc(COC(=O)c2cccc(O)c2)cs1,2%,-0.1%[50 µM],1.7%
Cc1cccc(OCCNS(=O)(=O)c2ccc(Cl)cc2)c1,-3%,0.1%[50 µM],0.7%
COC(=O)c1c(C)[nH]c(C(=O)CN2C(=O)NC3(CCOc4ccccc43)C2=O)c1C (centres undefined),-4%,0.4%[50 µM],-0.6%
